Screens as filed in PubChem.
Mot1-301 SUMO = yeast Mot1-301 growth rescue at high temperature, primary screen, SUMOylation pathway inhibitor project, S. cerevisiae, ATP luminescence, 38.5C; S. cerevisiae Mot1-301 growth rescue; percent above DMSO median, 100 means doubled; growth rescue, % at 18.8 µM; 320,000 tested, 1% active; AID 2716, 2010;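 active means every valid replicate shows activation above 250% relative to neutral control wells; inactive means the rest, any valid replicate at or below 250%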;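 further: OY570 slx delta 5 strain wells were the positive control but not used for scaling; some compounds called inactive have numbers as strong as hits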
phage Ecoli inh = growth loss of phage-infected E. coli, primary screen, RecBCD inhibitor project, absorbance, with phage, HTS; AID 651602, 2012; inhibition, % at 11.9 µM; 360,000 tested, 0.26% active; in the data active means inhibition above about 11%
AddAB inh = growth inhibition of E. coli expressing H. pylori AddAB, primary screen, AddAB inhibitor project, absorbance. inhibition, % at 11.9 µM. 330,000 tested, 0.29% active. AID 435030, 2010; in the data active means inhibition above about 12%;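 further: 0% = vehicle wells of infected cells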
OPRM1-OPRD1 inv = inverse agonists of MOR-DOR heterodimerization, primary screen, cell-based, luminescence | Mu-type opioid receptor (Homo sapiens) + Delta-type opioid receptor (Homo sapiens), … | cell-based MOR-DOR heterodimer luminescence, inverse agonism | inhibition, % at 9.3 µM | 340,000 tested, 0.21% active | AID 504357, 2011; in the data active means inhibition above about 22%, passing the limit was not always enough;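 further: 0% = cells with DMSO and 100% = wells without cells with DMSO; values of inactives mirror those of a sister screen read the other way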
Target sequence (P35372 whole entry, looked up): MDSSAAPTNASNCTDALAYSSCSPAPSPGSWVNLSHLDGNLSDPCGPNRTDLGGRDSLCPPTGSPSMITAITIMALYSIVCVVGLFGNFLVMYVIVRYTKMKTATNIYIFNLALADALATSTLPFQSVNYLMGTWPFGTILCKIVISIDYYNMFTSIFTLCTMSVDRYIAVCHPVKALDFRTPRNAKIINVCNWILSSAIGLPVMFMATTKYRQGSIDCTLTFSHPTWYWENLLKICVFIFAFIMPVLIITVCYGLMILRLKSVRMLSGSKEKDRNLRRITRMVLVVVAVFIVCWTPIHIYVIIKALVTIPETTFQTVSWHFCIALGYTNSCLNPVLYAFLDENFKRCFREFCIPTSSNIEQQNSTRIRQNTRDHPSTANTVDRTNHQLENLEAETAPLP
Target sequence (P41143 whole entry, looked up): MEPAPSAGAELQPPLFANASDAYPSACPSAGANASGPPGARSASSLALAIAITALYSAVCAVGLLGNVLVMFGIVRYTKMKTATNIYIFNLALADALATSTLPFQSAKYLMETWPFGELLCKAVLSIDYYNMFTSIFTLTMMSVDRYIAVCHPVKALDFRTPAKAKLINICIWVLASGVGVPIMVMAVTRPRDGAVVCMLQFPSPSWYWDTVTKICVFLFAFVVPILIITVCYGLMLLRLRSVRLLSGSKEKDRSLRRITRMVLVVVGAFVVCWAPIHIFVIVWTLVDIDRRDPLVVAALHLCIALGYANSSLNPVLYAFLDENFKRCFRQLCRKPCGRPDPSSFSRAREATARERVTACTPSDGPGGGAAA
E coli growth = E. coli V3065 growth inhibition, primary screen, counter-screen for AddAB inhibitor project, absorbance, OD600; 18 h; inhibition, % at 11.9 µM; 330,000 tested, 0.27% active;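 active means inhibition above the campaign's mean inhibition across all tested compounds plus 3 SD, cut at about 9.9% in these data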;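 further: uninfected addAB+ strain grown without phage in ampicillin broth; 0% = DMSO wells and 100% = ciprofloxacin 0.95 µg/ml wells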
Arr AP2 block = inhibitors of beta-arrestin/AP2 binding, primary screen, biochemical, GPCR trafficking, flow cytometry; FITC-arrestin peptide / GST-AP2 beads; AP2 beta2 appendage carries R879A mutation; inhibition, % at 10 µM; 340,000 tested, 0.31% active; AID 504490, 2011;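 active means inhibition above a set limit, near 3 SD of compounds lacking own fluorescence, cut at about 54% in these data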;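 further: plate controls were DMSO wells for no effect and 5 µM unlabelled arrestin peptide for full effect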
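System: GST-AP2 R879A bound to glutathione beads, E. coli-expressed. Also added: 50 nM FITC-arrestin peptide. Schedule: compound with beads 12 min RT, then probe 1 h RT. Signal: bead flow cytometry, FITC channel. Read-out basis: percent response.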
PfHsp90 yeast 2 = growth inhibition of PfHsp90-expressing yeast, primary screen, antimalarial PfHsp90 inhibitor project, S. cerevisiae, BacTiter-Glo luminescence, single point, set 2; BacTiter-Glo ATP, 48 h; yeast lacking PDR1 and PDR3 efflux regulators; inhibition, % at 9.4 µM; 310,000 tested, 0.32% active;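 active means every replicate shows inhibition above about 80%, whatever the replicate mean, limit read from the data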;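 further: 0% = DMSO neutral controls and 100% = 20 µM radicicol positive controls; yeast relying on Plasmodium falciparum Hsp90 in place of its own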
MOR-DOR ag = agonists of OPRM1-OPRD1 heterodimerization, primary screen, cell-based, luminescence. cells. activation, % at 9.3 µM. AID 504326, 2011. 340,000 tested, 0.3% active. Mu-type opioid receptor (Homo sapiens) + Delta-type opioid receptor (Homo sapiens), …; in the data active means activation above about 18%;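 further: 0% = vehicle-treated cells and 100% = reference agonist; values of inactives mirror those of a sister screen read the other way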
Tat transport = E. coli Tat export inhibitors, primary screen, MC4100, TorA-mCherry reporter, fluorescence, single point. 340,000 tested, 0.036% active. AID 488895, 2010. inhibition, % at 10 µM;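 active means mean replicate inhibition at least 50% and at least half of replicates individually reaching 50%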;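 further: exported cargo escapes ClpAP degradation while cytoplasmic cargo is degraded and loses fluorescence; 0% = median of neutral control wells and 100% = median of NaSCN control wells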
PKA-R1A activ = activators of PKA-R1A holoenzyme, primary screen, biochemical, fluorescence polarization, Cy5-IP20, bovine R1A, mouse PKAc; AID 504707, 2011; cAMP-dependent protein kinase type I-alpha regulatory subunit (Bos taurus) + …; PKA-R1A dissociation; scaled: DMSO 0%, 113 µM cGMP 100%; activation, % at 11.4 µM; 340,000 tested, 0.083% active;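 active means percent activation above the mean of all tested compounds plus 3 SD, cut at about 19% in these data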;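 further: higher means more PKAc released from R1A so a rise in polarization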
Pemphigus Ab inh = inhibitors of pemphigus antibody binding to DSG3, primary screen, biochemical, bead-based, flow cytometry, scFv-GFP. 310,000 tested, 0.48% active. Desmoglein-3 (Homo sapiens), P32926. binding (percent of control), % at 10 µM. DSG3-coupled beads, scFv-anti-DSG3-GFP binding; active compounds read low;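 active means binding more than 3 SD below its plate's average and above zero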;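 further: hits lower antibody fragment binding to DSG3; some compounds called inactive have numbers as strong as hits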
An asterisk follows results filed as active; · = no result given.

structure	Mot1-301 SUMO	phage Ecoli inh	AddAB inh	OPRM1-OPRD1 inv	E coli growth	Arr AP2 block	PfHsp90 yeast 2	MOR-DOR ag	Tat transport	PKA-R1A activ	Pemphigus Ab inh
O=C(COC(=O)Cc1ccc(-c2ccccc2)cc1)NCc1ccccc1	16.6	2.1	0.1	-0.3	-1.1	-2.2	5.1	0.1	6.0	3.9	103.8
CN(c1ccccc1)c1cc(=O)[nH]c(=O)[nH]1	223.3	-0.9	3.0	-13.7	1.7	8.9	-16.2	2.0	-2.9	-5.4	88.8
Cc1ccc(NC(=O)CSc2nncn2-c2ccccn2)cc1Cl	525.2	3.3	4.0	11.5	0.2	-14.2	-4.7	-2.2	21.0	-6.9	118.7
COc1ccccc1CNC(=O)c1ccccc1N(C)S(C)(=O)=O	-8.3	2.4	4.2	14.4	2.7	-1.1	-0.4	-2.6	-9.0	-16.6	99.2
CCOC(=O)CC1C(=O)NCCN1Cc1ccc(OC)c(OC)c1 (stereo unspecified)	·	2.8	-0.5	14.3	-2.1	-1.7	·	-3.0	-1.5	1.3	111.8
CC(=O)Nc1ccc(C(=O)COC(=O)Cc2ccsc2)c(F)c1	24.0	-0.1	-1.4	10.4	-0.1	-1.4	2.2	-2.0	8.2	-2.9	112.6
CCOC(=O)C1CCCN(C(=O)c2ccc(OCC)cc2)C1 (stereo unspecified)	23.5	1.5	4.2	9.6	0.2	-6.3	4.5	-1.9	-1.6	-1.1	92.6
COc1cc(CC(=O)OCC(=O)NC2CCCC2)cc(OC)c1OC	·	2.4	-0.1	8.6	0.7	0.9	6.7	-2.1	-6.9	-13.3	96.3
O=C(Cn1nnc(-c2ccncc2)n1)N1CCc2ccccc21	8.5	1.7	1.6	14.2	3.9	6.3	26.7	-2.5	-9.5	-7.0	96.5
CCOCCc1nnc(NC(=O)c2ccc(OC)c(OC)c2)s1	-5.8	2.0	1.9	-1.3	-1.2	19.8	-14.5	0.2	3.4	12.1	99.7
Cc1ccc(CNC(=O)CN(C)S(=O)(=O)c2cccc3cccnc23)cc1	151.2	2.6	5.6	15.7	-0.8	4.3	17.6	-3.1	1.4	15.8	107.7
COc1ccc(CCNC(=O)c2ccccc2NS(=O)(=O)c2c(F)cccc2F)cc1	-15.8	2.0	3.4	-4.5	-1.4	1.6	0.0	0.6	0.8	9.4	113.9
CN(CC(=O)Nc1ccccc1F)CC(=O)Nc1ccc(F)c(F)c1F	12.3	5.1	5.2	3.6	-2.1	15.8	-18.9	-0.5	-4.2	-4.9	105.1
NC(=O)NC(CC(=O)NNC(=O)c1ccccn1)c1ccc(Cl)cc1 (stereo unspecified)	-10.9	4.5	0.0	22.1	-1.1	-13.0	-11.4	-5.6	-9.3	-13.9	99.0
C=CCN(c1ccc(C(=O)Nc2ccc(C)c(C)c2)cc1)S(C)(=O)=O	-2.9	3.0	3.4	7.6	0.9	43.1	-16.6	-1.5	-4.5	-2.9	98.6
N#CC(C#N)=C1C=CC=CN1/C(=C\c1ccccc1)C(=O)c1cccs1	-5.3	4.1	2.4	9.9	0.8	·	-1.8	-2.0	3.6	0.5	87.4
Cc1cc(C)cc(N(CCC#N)C(=O)COC(=O)CN2C(=O)NC(C)(C)C2=O)c1	44.7	-0.1	2.3	-1.9	1.0	8.1	32.2	0.3	9.7	5.1	·
NS(=O)(=O)c1ccc(N2N=C(c3ccccc3)CC2c2cccc(Br)c2)cc1 (stereo unspecified)	·	0.8	1.2	-29.7	2.9	10.6	18.7	6.1	4.0	-6.3	98.3
CC(NC(=O)c1ccccc1F)c1nnc(SCC(=O)NC2CCCC2)n1C (stereo unspecified)	0.7	-1.4	0.2	-7.6	-1.3	-3.4	-19.1	1.4	-9.7	-2.7	105.6
CCOC(=O)C1=C(CP(=O)(c2ccccc2)c2ccccc2)NC(=O)NC1c1ccc(Cl)cc1 (stereo unspecified)	0.7	0.4	0.9	20.8	1.6	-7.1	·	-3.9	-4.7	-10.1	110.9
O=C(COc1ncnc2cc([N+](=O)[O-])ccc12)NCc1ccc2c(c1)OCO2	-1.8	3.0	4.9	-20.7	1.0	1.8	-6.1	5.0	12.7	-10.8	83.7
Cc1cccc(N2CCN(C(=O)c3cccs3)CC2)c1C	-11.7	4.1	1.4	9.7	-0.2	-2.2	6.5	-1.9	1.0	-1.1	98.8
COc1ccc(NC(=O)Cn2nnc(-c3ccccc3F)n2)cc1	-15.6	3.8	2.2	0.3	-0.6	13.2	2.0	-0.1	6.0	-2.9	119.0
COC(=O)C1=C(C(=O)c2ccc(C)cc2)C(c2ccc(O)c(OC)c2)n2nnnc2N1 (stereo unspecified)	22.8	3.4	-0.1	-1.6	0.1	-14.9	-24.3	0.3	3.9	2.8	102.3
O=C(c1ccccn1)N1N=C2/C(=C/c3ccc(F)cc3)CCCC2C1c1ccc(F)cc1 (stereo unspecified)	-11.0	3.5	-2.6	0.9	-1.6	-0.1	-21.9	-0.2	-4.6	-3.0	121.3
C/C(=N\NC(=O)c1cc(-c2ccc(C)s2)[nH]n1)c1ccncc1	0.3	3.1	2.5	7.0	-2.1	-1.1	-21.4	-1.0	-10.0	-7.0	106.6
CC(C)C1Oc2ccccc2N(CC(=O)N2CCOCC2)C1=O (stereo unspecified)	18.0	0.9	2.5	9.3	-3.1	-0.6	34.7	-1.3	-12.5	-1.4	111.8
CC(C)=NNc1cc([N+](=O)[O-])cc2c1C(=O)N(C)S2=O (stereo unspecified)	9.8	4.2	-1.4	3.3	0.3	-7.4	-13.3	-0.6	-0.6	0.1	99.8
COc1cc(NC(=O)c2cccc(C)c2)c(OC)cc1NC(=O)CN1CCCCC1	-3.2	3.2	2.2	5.7	3.1	32.7	17.0	-1.0	9.9	3.6	95.5
COc1ccc(C2=NOC3(CC(=O)N(c4ccc(F)cc4)C3=O)C2)c(OC)c1 (stereo unspecified)	10.2	0.9	1.3	-4.1	0.4	9.0	-0.7	0.8	2.4	-14.9	103.2
CC(=O)Nc1sc2c(c1CN1CCN(c3ccccn3)CC1)CCCC2	-2.3	-0.2	1.6	4.1	-0.7	-6.2	30.1	-0.8	1.3	-8.5	101.0
CCN(C(=O)COC(=O)c1cccc(-n2cnnn2)c1)C1CCCCC1	-2.6	0.0	-0.9	13.9	-2.3	5.9	17.2	-2.7	-4.7	-4.5	104.2
O=C(c1ccccc1)c1ccc2ccccc2c1	·	2.9	·	-16.7	·	-12.1	-23.8	3.4	7.3	-15.3	106.4
Cc1nn(Cc2ccc(C(=O)NC3CCCCC3)o2)c(C)c1Br	-11.7	2.3	1.0	14.4	1.1	3.1	-16.5	-2.5	1.8	-2.6	96.4
CN(c1ccccc1)S(=O)(=O)c1cc(C(=O)N2CCN(c3ccccn3)CC2)ccc1Cl	4.1	0.7	4.1	10.7	1.9	-8.8	-14.3	-2.0	3.1	-9.2	104.8
O=C(NNc1nc2ccccc2s1)Nc1ccccc1	-5.7	2.0	3.2	-4.1	-2.1	-0.3	1.3	0.8	-1.4	3.5	95.3
O=c1nc(C(F)(F)F)nc2ccccn12	-6.8	2.6	5.7	21.7	-0.9	-4.1	-49.7	-5.0	-5.1	-6.8	98.1
COc1cccc(CNC(=O)c2ccccc2NC(=O)C2=C(C)OCCS2)c1OC	2.9	1.4	3.0	-1.1	3.0	19.4	-48.8	0.2	-6.1	6.5	88.5
CCOC(=O)Cc1ncccc1C(=O)Nc1ccc(OC)cc1	2.5	2.9	2.4	14.7	-0.1	26.5	-13.8	-2.6	-8.2	-2.7	100.0
Cc1ccc(C(=O)N2N=C(c3ccccc3O)CC2c2ccccc2)cc1 (stereo unspecified)	6.9	-0.7	1.4	14.8	-1.3	9.0	-4.3	-3.2	-5.4	-3.8	106.2
C=CCn1c(C)cc(C(=O)CN2C(=O)NC3(CCCc4ccccc43)C2=O)c1C (stereo unspecified)	6.5	2.1	3.3	-0.5	-1.3	-9.0	-11.3	0.1	2.2	-7.6	77.6
COc1cc2c(cc1OC)[C@@H](NC(=O)c1ccc(C(F)(F)F)cc1)[C@H](OCc1ccccc1)C2	·	0.7	0.2	20.3	-1.1	1.2	17.8	-4.1	-5.2	-10.5	97.6
Cc1ccc(NC(=O)C2(S(=O)(=O)c3ccc(Cl)cc3)CC2)c(Br)c1	-12.2	2.6	1.1	-18.0	1.6	8.7	2.3	2.9	-1.3	-1.9	·
CCN(CC)S(=O)(=O)c1ccc(-n2c(=O)c(C(C)C)c(C)n2C)cc1	4.8	4.2	-0.2	7.4	-0.2	9.2	4.2	-1.4	1.5	9.4	98.1
Cc1ccc(C(=O)c2c3ccccc3[n+]([O-])n2CCC(=O)O)cc1	15.1	1.8	2.9	13.9	-0.2	1.9	-1.8	-2.5	-2.4	-5.8	93.3
Cc1ccccc1NC(=O)Cc1nc(COC(=O)c2ccc(O)cc2O)cs1	-5.9	2.3	0.4	5.6	1.7	28.8	24.0	-1.1	1.6	-4.7	106.7
CCOC(=O)C1CCCN(Cc2ccc3c(c2)OCO3)C1 (stereo unspecified)	4.0	2.3	1.9	5.6	1.1	16.2	4.6	-1.1	-7.4	-10.3	103.4
Cc1cccc2cc(CN(Cc3ccc(F)cc3)C(=O)N3CCOCC3)c3nnnn3c12	19.5	0.6	1.1	11.9	0.3	-7.5	-14.6	-2.2	-2.8	-0.2	103.0
O=C(NCc1ccco1)c1ccc(Cn2c(=O)c3ccccc3n(Cc3cccc(F)c3)c2=O)cc1	28.0	3.1	1.7	3.1	-1.2	-1.6	-18.4	-0.6	3.1	3.6	97.2
Cn1nc(C(F)(F)F)cc1C(=O)Nc1ccc(Cl)cc1	26.4	2.2	2.9	11.7	0.8	-0.5	-1.5	-2.3	-9.7	-14.8	96.3
